PRMT1 inh – PRMT1 methyltransferase inhibitors, primary screen, biochemical, fluorescence polarization | inhibition, % at 2.79 µM | recombinant PRMT1, activity-based probe fluorescence polarization | AID 652257, 2013 | Protein arginine N-methyltransferase 1 (Homo sapiens), Q99873 | 1.3% of 370,000 active;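 active = inhibition above about 21% made by adding two undisclosed values, limit read from the data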
SIAE inh – human SIAE inhibitors, primary screen, biochemical, fluorescence polarization, FP-Rh probe, 1536-well HTS | inhibition, % at 9.66 µM | SIAE FP-Rh probe binding | 0.69% of 370,000 active;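 active = inhibition above a cutoff: mean of compounds within the control limits plus 3 SD of those, cut at about 17% in these data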;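 note: 0% = plate median of compound wells and 100% = probe without SIAE protein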
LEDGF integ inh – blockers of LEDGF/p75-dependent integrase strand transfer – biochemical, TR-FRET, high throughput, primary screen; HIV-1 integrase (with human LEDGF/p75); TR-FRET IN-LEDGF/p75 DNA integration, Eu/Cy5; inhibition, % at 3.7 µM; 0.64% of 370,000 active; AID 743269, 2014;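 active = inhibition above the screen-wide mean plus 3 SD, cut at about 13% in these data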;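 note: signal is the Cy5 over europium emission ratio at 671 and 618 nm; 0% = plate median of compound wells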
TCR-CD3 inh – inhibitors of human TCR-CD3 interaction, primary screen, biochemical, fluorescence, TAMRA-labeled TCR probe; AID 651800, 2012; T-cell receptor (TCR); inhibition, % at 9.4 µM; 0.37% of 360,000 active; in the data active = inhibition above about 19%;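 note: recombinant mutant TCR 2C K166C tagged with TAMRA read by polarization; 0% = receptor in buffer alone and 100% = receptor with positive control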
NR1D1 modulator – modulators of Rev-erb alpha DNA binding, primary screen, biochemical, FITC-DNA, fluorescence polarization, uHTS; 0.79% of 370,000 active; activity, % at 10 µM; Rev-erbα–FITC-DNA binding, 90 min; Nuclear receptor subfamily 1 group D member 1 (Homo sapiens), P20393;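 active = activity above about 14%, limit read from the data; passing the limit was not always enough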;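 note: 0% = DMSO wells with 35 nM protein and 100% = DMSO wells with 750 nM protein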
TDP2 inh – human TDP2 enzyme inhibitors, primary screen, biochemical, epi absorbance, recombinant enzyme | Tyrosyl-DNA phosphodiesterase 2 (Homo sapiens), O95551 | T5PNP hydrolysis, p-nitrophenol absorbance 415 nm | inhibition, % at 12.8 µM | 0.34% of 370,000 active;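 active = inhibition above the mean of all tested compounds plus 3 SD, set per campaign, cut at about 25% in these data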;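 note: 0% = DMSO with enzyme and 100% = buffer with substrate but no TDP2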
Target sequence (O95551 whole entry, looked up): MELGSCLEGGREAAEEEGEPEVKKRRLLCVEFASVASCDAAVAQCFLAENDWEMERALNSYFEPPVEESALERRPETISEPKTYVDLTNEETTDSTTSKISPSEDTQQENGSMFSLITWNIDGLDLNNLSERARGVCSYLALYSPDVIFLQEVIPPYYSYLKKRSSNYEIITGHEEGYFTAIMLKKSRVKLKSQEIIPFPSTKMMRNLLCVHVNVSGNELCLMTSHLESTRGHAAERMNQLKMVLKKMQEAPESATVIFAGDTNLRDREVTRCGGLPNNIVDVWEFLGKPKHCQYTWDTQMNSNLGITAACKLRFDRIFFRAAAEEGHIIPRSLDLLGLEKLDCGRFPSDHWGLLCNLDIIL
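Test system: human TDP2 enzyme; Input: 120 nM TDP2 per well; Buffer or medium: Mg2+-containing Tris-HCl buffer, pH 7.5; Reagent: 5 mM T5PNP; Dosing: 12.8 µM single point, 1% DMSO; Incubation: reaction 2 h, 37 °C; Detection: p-Nitrophenol epi absorbance; Read-out: % inhibition relative to enzyme-containing and enzyme-free wells; Replicates: single well per compound.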
HTRA1 inhibitor – HTRA1 serine protease inhibitors, primary screen, biochemical, fluorescence polarization, HTS; recombinant HTRA1, FP-rhodamine activity-based probe; inhibition, % at 5.96 µM; 0.5% of 340,000 active; AID 504803, 2011; in the data active = inhibition above about 36%;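 note: 0% = enzyme with DMSO and 100% = wells lacking enzyme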
Target sequence (Q92743 whole entry, looked up): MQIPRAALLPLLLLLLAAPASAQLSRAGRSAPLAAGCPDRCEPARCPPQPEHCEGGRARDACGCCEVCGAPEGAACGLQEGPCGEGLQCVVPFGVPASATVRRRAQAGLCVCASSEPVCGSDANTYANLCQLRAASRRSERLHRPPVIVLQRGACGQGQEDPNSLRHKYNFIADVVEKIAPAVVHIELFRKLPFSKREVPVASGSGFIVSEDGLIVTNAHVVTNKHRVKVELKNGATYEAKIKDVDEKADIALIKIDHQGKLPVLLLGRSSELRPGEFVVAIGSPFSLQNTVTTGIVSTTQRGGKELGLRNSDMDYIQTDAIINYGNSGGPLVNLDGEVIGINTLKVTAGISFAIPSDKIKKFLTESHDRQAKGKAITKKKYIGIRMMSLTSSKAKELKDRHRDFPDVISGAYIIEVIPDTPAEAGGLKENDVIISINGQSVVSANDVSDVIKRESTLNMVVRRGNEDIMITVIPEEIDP
rCAG binder – binders of r(CAG) RNA repeats, primary screen, biochemical, fluorescence; 1.3% of 370,000 active; AID 651821, 2012; r(CAG) RNA repeat, TO-PRO-1 dye displacement fluorescence; inhibition, % at 3 µM;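 active = inhibition above the plate cutoff, the mean of all test compounds on that plate plus 3 SD, cut at about 35% in these data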;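 note: 0% = DMSO alone and 100% = 100 µM mitoxantrone as full dye displacement; higher means more dye released from RNA so lower well fluorescence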
PG9 Ab binder – binders of HIV-1 gp120 antibody PG9, primary screen, biochemical, TR-FRET; HIV-1 gp120 / PG9 antibody interaction; TR-FRET gp120-PG9 antibody binding; inhibition, % at 6.7 µM; 0.43% of 360,000 active; AID 624416, 2012; in the data active = inhibition above about 8.5%
ABHD4 inh – ABHD4 inhibitors, primary screen, biochemical, fluorescence polarization, mouse; 0.54% of 370,000 active; AID 720543, 2013; purified mABHD4, FP-Rh probe fluorescence polarization; inhibition, % at 8.92 µM; (Lyso)-N-acylphosphatidylethanolamine lipase (Mus musculus), Q8VD66;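 active = inhibition exceeding the mean over every tested compound plus 3 SD, cut at about 30% in these data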;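 note: 0% = plate median of compound wells and 100% = S159A mutant with DMSO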
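Assay system: mABHD4 protein; medium: HEPES pH 7.0, NaCl, Pluronic buffer; dosing: 8.92 µM, single dose; schedule: 45 min + 60 min at 25 °C; signal: FP readout, ex 525 nm / em 598 nm; read-out: normalized percent inhibition of probe labeling; repeats: single replicate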
Starred values were filed as active, the others as inactive; nt = not tested or not shown. Only part of the results is shown (hit frequency here may not be typical).

SMILES | PRMT1 inh | SIAE inh | LEDGF integ inh | TCR-CD3 inh | NR1D1 modulator | TDP2 inh | HTRA1 inhibitor | rCAG binder | PG9 Ab binder | ABHD4 inh
COc1cccc(NC(=O)[C@@H]2CCCN2S(=O)(=O)c2cccc3cccnc23)c1 | -0.2 | -0.3 | 0.4 | 2.7 | 0.5 | 12.1 | 2.9 | -3.7 | -2.0 | -4.5
COc1ccc(C(=O)NCC(C)NC(=O)c2ccc(OC)c(OC)c2)cc1OC (configuration not stated) | -3.9 | -2.2 | 4.1 | -2.2 | 8.2 | 1.6 | -4.2 | -4.8 | -3.1 | 4.3
CCOc1nc(C)ccc1-c1noc(-c2ccccn2)n1 | -1.9 | -1.8 | 0.4 | 1.1 | -5.7 | 1.1 | -1.7 | 0.8 | 0.2 | -3.1
CC12CCC(C(=O)N3CCN(C(c4ccccc4)c4ccccc4)CC3)(OC1=O)C2(C)C (configuration not stated) | 4.2 | -3.3 | -0.9 | -2.0 | 3.1 | -5.8 | -0.2 | -1.6 | 0.1 | -3.3
CCC(C)(C)NC(=O)COc1ccc(OCc2ccccc2)cc1 | 0.3 | -1.8 | 4.4 | -2.6 | 0.0 | 1.4 | 1.6 | -4.4 | -0.9 | -3.2
COc1ccc(CCNC(=O)C2CC(=O)N(CCc3ccc(C)cc3)C2)cc1OC (configuration not stated) | -0.3 | -6.3 | 2.1 | 4.9 | -2.8 | 7.4 | 2.0 | -1.5 | 0.3 | -6.5
O=S(=O)(c1ccccc1)N1CCC(n2nnc3cc(F)ccc32)CC1 | -1.7 | 4.6 | -1.4 | 3.8 | -8.5 | 5.2 | 4.5 | -5.6 | 0.7 | 4.4
C[n+]1ccccc1/C=C/c1cc(Br)ccc1O | -0.3 | -0.2 | -0.2 | 2.8 | 1.1 | 3.6 | 8.9 | 7.8 | -4.4 | 9.4
Cn1c(CC(=O)Nc2cccc(Cl)c2Cl)nnc1SCC(=O)NC1=NCCS1 | 0.5 | 4.3 | 1.2 | 2.8 | 1.1 | 3.5 | -4.5 | -1.5 | -3.0 | 0.8
Cc1nnc(SCc2ccc(CC(=O)O)cc2)o1 | 1.0 | 3.3 | 0.9 | 5.1 | -7.4 | 1.4 | 0.4 | -0.5 | -0.2 | 6.2
CN(C1CCCC1)C1CCN(C(=O)CNC(=O)/C=C/c2cccc(C(F)(F)F)c2)CC1 | -0.5 | 0.4 | -4.0 | -1.0 | 7.5 | 7.5 | 4.0 | -2.7 | -1.3 | 2.1
COc1cc(/C=N/N2C(C)CCCC2C)cc(OC)c1O (configuration not stated) | 1.7 | 3.2 | -2.8 | 2.0 | 3.4 | 11.3 | 3.0 | 0.0 | 0.4 | 9.9
CC1(C)Nc2ccccc2N(Cc2ccc([N+](=O)[O-])cc2)C1=O | -1.0 | -1.2 | 1.0 | 5.0 | 1.2 | -5.0 | 5.9 | -4.2 | 0.0 | 1.4
CC(O)[C@H]1CC[C@H]2[C@@H]3CC[C@H]4C[C@H](O)CC[C@]4(C)[C@H]3[C@H](O)C[C@]12C (some centres not stated) | -0.3 | -2.9 | 0.8 | 2.5 | 1.4 | 1.5 | -2.3 | -7.7 | -1.4 | 7.8
CC(=O)Nc1cccc(NC(=O)CSc2nc(C)c(C)c(C)c2C#N)c1 | 1.2 | 1.2 | 0.8 | -1.1 | -6.4 | -0.2 | 4.2 | 7.9 | 0.8 | 0.6
CC(C)CN(C(=O)COC(=O)CCCc1nc2ccccc2s1)c1c(N)n(Cc2ccccc2)c(=O)[nH]c1=O | 3.2 | -4.6 | -2.3 | -1.0 | -1.0 | -1.5 | 0.5 | -2.7 | 1.4 | 5.0
CCc1ccccc1NC(=O)C1CCN(C(=O)N2CCOc3ccccc32)CC1 | -1.4 | -4.7 | -0.7 | -0.2 | 5.8 | 4.3 | 3.0 | 1.0 | -1.2 | -4.3
Cc1ccc(C(=O)NC(=S)Nc2ccccc2N2CCCC2)cc1[N+](=O)[O-] | -0.9 | 10.2 | 0.0 | 2.0 | -7.4 | -3.8 | -6.9 | 16.6 | -2.6 | 5.9
O=C(CN1C(=O)C2C3C=CC(C3)C2C1=O)Nc1cccc(S(=O)(=O)N2CCCC2)c1 (configuration not stated) | -1.8 | 5.1 | 0.8 | 7.9 | 0.8 | 0.1 | -3.6 | -1.5 | 0.5 | 1.4
OC(CN1CCOCC1)CN1CCOCC1 | -2.1 | 3.7 | 2.7 | -4.2 | 2.0 | 2.4 | 0.0 | 0.1 | -1.8 | 2.4

Single records, from the list above. Values in the order: PRMT1 inh	SIAE inh	LEDGF integ inh	TCR-CD3 inh	NR1D1 modulator	TDP2 inh	HTRA1 inhibitor	rCAG binder	PG9 Ab binder	ABHD4 inh
COc1cc(/C=N/N2C(C)CCCC2C)cc(OC)c1O (configuration not stated) is listed with 1.7	3.2	-2.8	2.0	3.4	11.3	3.0	0.0	0.4	9.9
C[n+]1ccccc1/C=C/c1cc(Br)ccc1O is listed with -0.3	-0.2	-0.2	2.8	1.1	3.6	8.9	7.8	-4.4	9.4
CC(C)CN(C(=O)COC(=O)CCCc1nc2ccccc2s1)c1c(N)n(Cc2ccccc2)c(=O)[nH]c1=O is listed with 3.2	-4.6	-2.3	-1.0	-1.0	-1.5	0.5	-2.7	1.4	5.0
Cc1nnc(SCc2ccc(CC(=O)O)cc2)o1 is listed with 1.0	3.3	0.9	5.1	-7.4	1.4	0.4	-0.5	-0.2	6.2
Cn1c(CC(=O)Nc2cccc(Cl)c2Cl)nnc1SCC(=O)NC1=NCCS1 is listed with 0.5	4.3	1.2	2.8	1.1	3.5	-4.5	-1.5	-3.0	0.8

Next part:
SMILES | PRMT1 inh | SIAE inh | LEDGF integ inh | TCR-CD3 inh | NR1D1 modulator | TDP2 inh | HTRA1 inhibitor | rCAG binder | PG9 Ab binder | ABHD4 inh
O=S(=O)(c1ccccc1)N1CCN(c2ccccc2)CC1 | 0.1 | -3.5 | 3.3 | 1.9 | -2.2 | 1.7 | -3.5 | -2.5 | -3.1 | -0.2
Clc1ccc(C[n+]2cc(-c3ccccc3)n3c2CCC3)cc1Cl | 0.5 | -3.7 | -5.7 | -2.0 | -0.9 | -6.0 | 6.7 | 9.8 | -0.2 | -0.5
Cc1cccc(OCC(=O)NCC(=O)N/N=C/c2cc(Br)cc(Br)c2O)c1 | 4.0 | 5.4 | -11.7 | 51.3* | 2.9 | -4.8 | 18.0 | 26.6 | 0.7 | -6.2
O=C1c2oc3ccc(F)cc3c(=O)c2C(c2cccc(O)c2)N1CCCN1CCOCC1 (configuration not stated) | -0.5 | -2.0 | 0.6 | -2.0 | -0.1 | 8.2 | 7.1 | 0.0 | -0.6 | -0.4
CCCCC1(c2ccc(F)cc2)NC(=O)N(CC(=O)N2CCN(C(=O)c3ccco3)CC2)C1=O (configuration not stated) | -0.2 | 3.6 | 1.9 | 2.8 | -3.1 | -16.2 | 3.2 | -3.5 | 3.6 | 1.1
C/C(Cc1ccccc1)=N\NC(=O)CNC(=O)c1ccccc1F | 3.9 | 1.6 | 0.1 | 0.7 | 2.5 | -1.2 | 3.2 | 0.6 | 2.5 | -3.0
O=[N+]([O-])c1ccccc1N/N=C/c1c[nH]c2ccccc12 | 1.1 | 18.3* | -1.0 | 3.8 | 12.6 | -2.0 | 78.4* | 36.5* | -4.5 | 48.9*
O=C(N/N=C/c1c[nH]c2ccccc12)c1ccc(O)c(O)c1 | 11.8 | 5.4 | -2.7 | 6.4 | 0.6 | -18.6 | 53.0* | 2.4 | -6.0 | 27.1
CCOCCCNC(=O)C(NC(=O)c1ccc(=O)[nH]c1)c1ccc(C)cc1 (configuration not stated) | -0.5 | 0.9 | -1.8 | -2.6 | -2.1 | -3.2 | 8.2 | -0.1 | -0.3 | 1.0
O=C(CSCC(=O)N1CCCCC1)Nc1nc(-c2ccccc2)c(-c2ccccc2)s1 | 9.5 | -15.7 | -1.9 | -13.5 | 5.8 | -1.5 | -58.8 | 10.2 | -3.7 | -10.9
COc1ccc(CNC(=O)Nc2nnc([C@H]3C[C@H](O)[C@@H](CO)O3)s2)cc1 | -3.3 | 6.2 | 0.8 | 0.0 | 6.6 | 11.7 | nt | 0.4 | 1.2 | 8.2
N#Cc1ccc(C2CC(OCCF)=CC(=O)O2)cc1 (configuration not stated) | -1.8 | -4.5 | -0.4 | 8.6 | -0.4 | 11.1 | nt | 2.0 | -0.6 | 3.5
CCN(CC)C(=O)c1cn(CCC#N)nc1-c1ccc2c(c1)OCCO2 | -6.0 | 2.1 | 0.1 | 1.3 | -4.6 | -4.5 | 5.7 | -4.7 | -1.1 | 1.2
COc1ccc(-n2nc(C(=O)NCC(=O)N3CCOCC3)c3ccccc3c2=O)cc1Cl | 2.1 | -0.4 | -2.1 | -3.1 | -1.1 | -2.5 | -2.5 | 2.9 | -0.5 | 2.7
COc1cccc(C(=O)Nc2sc3c(c2C#N)CCN(C(C)=O)C3)c1 | 1.4 | -5.5 | -1.1 | -0.5 | 2.0 | -0.6 | -5.0 | 6.0 | -1.6 | -6.9
COc1cccc(N2CCN(c3ccc4nnc(CCC(=O)N5CCN(C)CC5)n4n3)CC2)c1 | 2.2 | 5.6 | 0.5 | -6.8 | 1.9 | 4.2 | 7.0 | -7.6 | -1.9 | 0.6
CCc1ccc(NC(=O)c2cnn(-c3ccccc3)c2C2CCNCC2)cc1 | 1.1 | -3.7 | -1.3 | -5.2 | 0.3 | -7.6 | -1.5 | 1.8 | -1.2 | 12.2
COCCNC(=O)/C(C#N)=C/c1c(N2CCN(C)CC2)nc2c(C)cccn2c1=O | 4.5 | -1.6 | -8.5 | -0.1 | -1.6 | -11.4 | 1.4 | -7.9 | 0.7 | 5.7
Cc1cc(NC(=O)CS(=O)(=O)c2ccc(Cl)cc2)no1 | -0.1 | 0.1 | 1.0 | 0.1 | -3.5 | -7.5 | -6.0 | 4.5 | -0.2 | 3.0
NC(=O)c1cnn(-c2ccc3ccccc3c2)c1N | -2.2 | 3.1 | 0.4 | 3.1 | -2.5 | 6.3 | 8.3 | 1.7 | -1.5 | -1.7
CCN=C1NC(CCc2ccccc2)C(C(=O)OC)=C(C)N1Cc1ccc(C(F)(F)F)cc1 (configuration not stated) | -0.4 | -4.6 | 3.2 | 2.8 | 3.9 | -10.3 | nt | 6.3 | 0.7 | 12.8
